Screening results as filed in PubChem.
RGS7-Gao reg: RGS7-Galphao binding modulators, primary screen, biochemical, multiplexed bead flow cytometry; actives lie on both sides; hit rate 0.35% among 220,000; Guanine nucleotide-binding protein G(o) subunit alpha (Homo sapiens), P09471; binding response (% of control), % at 10 µM; in the data active = binding response below about 49% or above about 150%; inconclusive = no clear call, values can overlap the other calls; inactive = in between;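 note: fluorescent Galphao held in activated GDP-AlF4 state binding bead-coupled RGS7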
Target sequence (P09471 whole entry, looked up): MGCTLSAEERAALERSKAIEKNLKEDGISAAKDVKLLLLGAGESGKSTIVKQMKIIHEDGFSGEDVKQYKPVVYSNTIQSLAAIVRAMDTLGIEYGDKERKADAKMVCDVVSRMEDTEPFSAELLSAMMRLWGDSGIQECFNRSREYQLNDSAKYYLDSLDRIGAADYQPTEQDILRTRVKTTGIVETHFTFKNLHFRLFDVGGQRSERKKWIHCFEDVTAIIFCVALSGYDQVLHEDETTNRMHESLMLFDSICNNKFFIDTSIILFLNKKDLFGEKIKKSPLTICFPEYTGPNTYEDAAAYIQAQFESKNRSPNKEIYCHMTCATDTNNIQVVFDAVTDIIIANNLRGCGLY
Bcl-W Bim block: inhibitors of Bim binding to Bcl-W, primary screen, biochemical, multiplexed, bead-based flow cytometry; Bim peptide-Bcl-W binding; inhibition, % at 10 µM; hit rate 0.02% among 190,000;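 note: 0% = bound tracer without compound and 100% = peptide blocker; higher means less fluorescent Bim peptide bound to Bcl-W beads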
GSH fluor: compound fluorescence on glutathione beads, profiling panel, artefact control, biophysical, 488/530 nm, flow cytometry. GSH beads flow cytometry, compound fluorescence 488/530 nm; stronger effect = higher value. fluorescence (KMESF) at 10 µM. hit rate 0.25% among 190,000; in the data active = fluorescence above about 89;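 note: glutathione beads carrying GST-tagged Bcl family fusion proteins plus one bare bead set; values are compound well signal with DMSO vehicle wells as background; inactives centre near 16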
Mcl-1 Bim block: inhibitors of Bim peptide binding to Mcl-1, primary screen, biochemical, bead-based flow cytometry, multiplex | Induced myeloid leukemia cell differentiation protein Mcl-1 (Homo sapiens), Q07820 | inhibition, % at 10 µM | hit rate 0.1% among 190,000 | Bim peptide-Mcl-1 binding | AID 1009, 2008;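 note: 0% = no compound tracer wells and 100% = peptide blocker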
Target sequence (Q07820 whole entry, looked up): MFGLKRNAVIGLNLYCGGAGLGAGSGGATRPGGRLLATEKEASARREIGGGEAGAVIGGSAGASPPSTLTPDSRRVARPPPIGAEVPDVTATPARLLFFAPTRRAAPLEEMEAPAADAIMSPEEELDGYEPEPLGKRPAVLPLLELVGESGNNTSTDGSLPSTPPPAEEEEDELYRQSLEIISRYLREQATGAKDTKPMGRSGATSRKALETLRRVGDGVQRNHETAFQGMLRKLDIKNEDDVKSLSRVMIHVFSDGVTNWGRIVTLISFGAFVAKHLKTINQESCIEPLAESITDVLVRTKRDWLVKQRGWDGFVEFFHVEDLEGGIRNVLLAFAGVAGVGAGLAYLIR
Bim-Bcl-XL: inhibitors of Bim-Bcl-XL binding, primary screen, biochemical, multiplexed, bead flow cytometry, human Bcl-XL | Bcl-2-like protein 1 (Homo sapiens), Q07817 | hit rate 0.04% among 190,000 | Bim peptide-Bcl-XL binding, fluorescence | AID 1007, 2008 | inhibition, % at 10 µM
RGS8-Gao reg: RGS8-Galphao binding modulators, primary screen, biochemical, multiplexed bead flow cytometry; hit rate 0.34% among 220,000; response (percent of control binding), % at 10 µM; Guanine nucleotide-binding protein G(o) subunit alpha (Homo sapiens), P09471; actives lie on both sides; in the data active = response below about 60% or above about 140%; inactive = in between;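 note: Galphao activated as the GDP aluminium fluoride complex binding bead-coupled RGS8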
Bim-Bcl-B: inhibitors of Bim-Bcl-B binding, primary screen, biochemical, multiplexed, human Bcl-2 family; Bcl-2-like protein 10 (Homo sapiens), Q9HD36; bead-based flow cytometry, Bim peptide-Bcl-B binding; inhibition, % at 10 µM; hit rate 0.073% among 190,000;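 note: 0% = tracer peptide without compound and 100% = reference inhibitor peptide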
Target sequence (Q9HD36 whole entry, looked up): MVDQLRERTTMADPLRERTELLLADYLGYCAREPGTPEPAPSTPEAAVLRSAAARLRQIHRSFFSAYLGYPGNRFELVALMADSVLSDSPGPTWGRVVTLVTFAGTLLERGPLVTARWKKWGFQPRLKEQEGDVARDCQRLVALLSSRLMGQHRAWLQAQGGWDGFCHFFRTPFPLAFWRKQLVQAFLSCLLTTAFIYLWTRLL
Bim-Bfl-1: inhibitors of Bim binding to Bfl-1, primary screen, biochemical, multiplexed, bead-based flow cytometry | Bim-Bfl-1 binding inhibition | hit rate 0.12% among 190,000 | inhibition, % at 10 µM | AID 1008, 2008;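 note: 0% = wells without compound plus tracer and 100% = blocker peptide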
RGS4-Gao reg: modulators of RGS4 binding to Galphao, primary screen, biochemical, multiplexed bead flow cytometry; Guanine nucleotide-binding protein G(o) subunit alpha (Homo sapiens), P09471; actives lie on both sides; hit rate 0.33% among 220,000; binding response (% of control), % at 10 µM; in the data active = binding response below about 49% or above about 150%; inactive = in between;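 note: fluorescent Galphao activated with aluminum fluoride binding bead-coupled RGS4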
Bim-Bcl-2: inhibitors of Bim-Bcl-2 binding, primary screen, biochemical, multiplexed, human Bcl-2 family | Bead-based flow cytometry, Bim peptide-Bcl-2 binding | inhibition, % at 10 µM | hit rate 0.06% among 190,000; in the data active = inhibition above about 40%; inconclusive = no clear call, values can overlap the other calls;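 note: 0% = no compound wells with probe peptide and 100% = reference peptide inhibitor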
Mcl1 Bid PPI: Mcl-1/Bid binding inhibitors, primary screen, biochemical, TR-FRET, 1536-well; Induced myeloid leukemia cell differentiation protein Mcl-1 (Homo sapiens), Q07820; TR-FRET Mcl-1/Bid-Dy647 peptide binding; inhibition, % at 21.7 µM; hit rate 0.97% among 220,000;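 active = compounds that cut the binding signal by more than half at the single screening dose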;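 note: His-tagged Mcl-1 with europium anti-His antibody binding Bid BH3 peptide; 0% = Mcl-1 plus peptide wells and 100% = peptide-only wells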
Active calls of the source: *; ? = inconclusive; · = no result given; [ ] = another dose, or the depositor's remark. Cut-off read from the data, not from the text of the source, unless noted: active = inhibition above about 40%. No enrichment for hits, and some 1.8% of all compounds hit somewhere here.

SMILES,RGS7-Gao reg,Bcl-W Bim block,GSH fluor,Mcl-1 Bim block,Bim-Bcl-XL,RGS8-Gao reg,Bim-Bcl-B,Bim-Bfl-1,RGS4-Gao reg,Bim-Bcl-2,Mcl1 Bid PPI
O=C(CN1C(=O)NC2(CCCCC2)C1=O)NCCC1=CCCCC1,98.6,-4.0,10,0.0,-1.0,103.7,-9.0,-11.0,97.4,-5.0,-15.9
O=C(Nc1nnc(-c2ccccc2Cl)o1)c1cc2cc([N+](=O)[O-])ccc2s1,92.1,-5.0,5,-2.0,-8.0,83.3,-7.0,-2.0,94.4,0.0,35.4
COc1cc(NC(=O)c2cccs2)c(OC)cc1NC(=O)c1ccco1,100.1,4.0,18,1.0,7.0,103.2,0.0,1.0,104.1,3.0,-5.2
CCOC(=O)c1ccccc1NC(=O)CC(C)CC(=O)O (stereo not drawn),115.8,-1.0,17,-4.0,-3.0,99.0,-1.0,-1.0,100.7,-2.0,-23.0
COc1ccccc1C(=O)C1CCCN(C(=O)c2cc(C(C)C)no2)C1 (stereo not drawn),105.2,-1.0,7,2.0,-2.0,101.7,0.0,-3.0,102.1,-4.0,-13.1
Clc1ccc(/C=N/NC2=Nc3cccc4cccc2c34)cc1,100.7,-4.0,9,-1.0,-4.0,97.6,-5.0,-4.0,99.8,-5.0,-6.3
O=C(NC(=S)Nc1cccc(Cl)c1N1CCCCC1)c1ccco1,97.2,-2.0,23,-1.0,-2.0,98.7,-2.0,-2.0,99.1,-3.0,-7.7
O=C(CCNC(=O)Cn1ccc2ccccc2c1=O)NCCc1ccccc1Cl,96.0,-3.0,10,-4.0,-2.0,96.5,-5.0,-4.0,95.1,-5.0,2.3
CC(C)CNC(=O)c1cccc(NC(=O)Cc2ccc(Cl)cc2)c1,100.7,-4.0,5,-1.0,-2.0,100.6,-2.0,-3.0,105.5,3.0,-20.2
O=C(COC(=O)Cc1ccc(Cl)cc1)Nc1ccccc1F,?,-3.0,13,-2.0,-3.0,101.5,-5.0,-5.0,100.8,-7.0,-16.1

(list continues)
SMILES,RGS7-Gao reg,Bcl-W Bim block,GSH fluor,Mcl-1 Bim block,Bim-Bcl-XL,RGS8-Gao reg,Bim-Bcl-B,Bim-Bfl-1,RGS4-Gao reg,Bim-Bcl-2,Mcl1 Bid PPI
Cc1cc(S(=O)(=O)N2CCCCCC2)c(Cl)cc1Cl,98.6,0.0,22,-1.0,-1.0,99.8,1.0,-1.0,101.8,0.0,-9.1
COc1ccc(O)c(C(=O)c2coc(=N)c(C(=O)Nc3ccc(SC(F)F)cc3)c2)c1,99.1,-2.0,19,2.0,-2.0,99.2,-3.0,0.0,97.9,3.0,-38.0
O=C(Nc1c(F)c(F)c(F)c(F)c1F)NC1CCCCC1,97.4,-3.0,13,-1.0,-2.0,99.5,-1.0,-1.0,99.7,-3.0,-13.1
CCc1c(O)nc(SCC(=O)Nc2ccc(C)cc2)n(C2CCCCC2)c1=O,94.4,-1.0,18,3.0,0.0,96.5,-2.0,1.0,98.1,-2.0,7.9
C/C(=C\C(=O)C(F)(F)F)Nc1ccc(C)cc1,116.8,-1.0,12,-5.0,-1.0,166.3*[activator],-5.0,-2.0,120.2,0.0,4.4
COc1cc(C(=O)N(CCc2ccccc2)C2CC3CCC(C2)N3C)cc(OC)c1OC (stereo not drawn),108.1,2.0,7,5.0,0.0,109.2,-4.0,-5.0,110.2,-1.0,-7.3
CC1(C)CC(=O)C=C(Nc2ccc(F)cc2)C1,105.8,0.0,12,-2.0,-2.0,100.5,0.0,-2.0,103.6,2.0,-17.0
CCOC(=O)c1ccc(-c2ccc(C3Nc4ccccc4C(=O)N3O)o2)cc1 (stereo not drawn),94.8,1.0,10,-2.0,-5.0,95.3,-8.0,12.0,89.7,3.0,-47.5
O=C(CCNC(=O)c1ccco1)Nc1cccc(Br)c1,?,0.0,14,0.0,0.0,99.7,-1.0,-4.0,102.6,-2.0,-23.4
CN1CCc2nc3ccccc3c(C(=O)OCC(=O)N(CCC#N)c3ccccc3)c2C1,99.1,-5.0,18,-7.0,-7.0,99.4,-5.0,-9.0,95.7,-4.0,-27.1

Next part.
SMILES,RGS7-Gao reg,Bcl-W Bim block,GSH fluor,Mcl-1 Bim block,Bim-Bcl-XL,RGS8-Gao reg,Bim-Bcl-B,Bim-Bfl-1,RGS4-Gao reg,Bim-Bcl-2,Mcl1 Bid PPI
Cc1cc(NC(=O)COc2ncnc3sc(C)c(C)c23)no1,103.1,0.0,33,0.0,-11.0,108.4,-9.0,-11.0,109.3,-8.0,0.8
O=C(CSCc1c(F)cccc1Cl)Nc1cccnc1,99.8,1.0,19,0.0,-1.0,99.9,-1.0,-3.0,100.6,0.0,-14.6
Cc1ccc(S(=O)(=O)N2CCCC2C(=O)NCCc2ccccc2)cc1 (stereo not drawn),102.0,0.0,10,0.0,1.0,100.0,-2.0,-5.0,98.0,-4.0,-30.8
O=C(C[n+]1ccc(-c2nnc3n2CCC3)cc1)c1ccc(Cl)c(Cl)c1,·,25.0,7,2.0,14.0,103.0,43.0*,2.0,100.2,11.0,-0.5
Cc1ccc(-n2nnnc2-c2cnn(-c3ccc(F)cc3)c2C(F)(F)F)cc1,98.0,-6.0,22,-5.0,-6.0,94.5,-8.0,-2.0,101.5,-7.0,-1.2
CCC1(Cc2ccccc2)NC(=O)c2ccccc2O1 (stereo not drawn),101.8,-1.0,14,2.0,0.0,99.7,0.0,-5.0,101.6,-1.0,-12.5
COc1ccc(S(C)(=O)=O)cc1S(C)(=O)=O,100.7,-2.0,12,0.0,-3.0,100.9,0.0,-3.0,103.2,-2.0,6.8
CCCCNC(=O)CCn1c(=O)c2ccccc2n(CC(=O)NCCc2ccc(OC)c(OC)c2)c1=O,98.7,-10.0,8,-26.0,-16.0,104.1,-4.0,-4.0,96.4,-3.0,-6.8
Cn1c(-c2nnn(-c3ccc(F)cc3)n2)cc2ccccc21,97.3,-1.0,21,-2.0,-3.0,97.4,-7.0,0.0,98.7,-4.0,-3.8
CC1Cc2ccccc2N1C(=O)Cn1c(=O)oc2cc(S(=O)(=O)N3CCCCC3)ccc21 (stereo not drawn),58.2,-2.0,13,0.0,-5.0,71.0,-6.0,-12.0,65.1,-8.0,-4.9

Compounds above that contain an aryl thioether with sulfur outside any ring, in the order listed:
SMILES,RGS7-Gao reg,Bcl-W Bim block,GSH fluor,Mcl-1 Bim block,Bim-Bcl-XL,RGS8-Gao reg,Bim-Bcl-B,Bim-Bfl-1,RGS4-Gao reg,Bim-Bcl-2,Mcl1 Bid PPI
COc1ccc(O)c(C(=O)c2coc(=N)c(C(=O)Nc3ccc(SC(F)F)cc3)c2)c1,99.1,-2.0,19,2.0,-2.0,99.2,-3.0,0.0,97.9,3.0,-38.0
CCc1c(O)nc(SCC(=O)Nc2ccc(C)cc2)n(C2CCCCC2)c1=O,94.4,-1.0,18,3.0,0.0,96.5,-2.0,1.0,98.1,-2.0,7.9

New compounds follow.
SMILES,RGS7-Gao reg,Bcl-W Bim block,GSH fluor,Mcl-1 Bim block,Bim-Bcl-XL,RGS8-Gao reg,Bim-Bcl-B,Bim-Bfl-1,RGS4-Gao reg,Bim-Bcl-2,Mcl1 Bid PPI
CC1CCc2c(sc3ncnc(NS(=O)(=O)c4cccs4)c23)C1 (stereo not drawn),97.3,-3.0,15,0.0,-4.0,101.3,-3.0,5.0,97.4,3.0,4.6
COc1ccc(CC2(C)OC(c3ccccc3)=NN2C(C)=O)cc1 (stereo not drawn),110.3,-4.0,22,-2.0,-6.0,112.5,-1.0,-2.0,110.6,-4.0,-32.4
COc1ccc(C(=O)OCC[N+]2(C)CCCCC2)cc1,99.0,0.0,8,-6.0,2.0,90.3,0.0,7.0,100.1,5.0,14.9
O=C(NC1CCCCC1)N(Cc1nc2ccccc2c(=O)[nH]1)C1CCCC1,97.1,-2.0,12,-3.0,0.0,100.5,-4.0,-4.0,96.0,-4.0,-33.0
COc1ccc(CC(=O)Nc2ccc3nc(SC)sc3c2)cc1OC,?,2.0,16,0.0,-2.0,104.5,-4.0,-6.0,103.3,1.0,-25.6
CCOc1ccc(N2C(=O)CC(N(CCc3ccc(OC)cc3)C(=O)/C=C/C(=O)O)C2=O)cc1 (stereo not drawn),101.0,0.0,12,0.0,-1.0,103.6,-2.0,0.0,102.4,0.0,-12.3
O=C(CS(=O)c1ccc(C(F)(F)F)cc1[N+](=O)[O-])Oc1ccccc1 (stereo not drawn),102.6,0.0,23,-3.0,-1.0,99.9,-1.0,-2.0,103.1,-5.0,-8.5
C(=N\Nc1nc(N2CCCC2)nc(N2CCCC2)n1)/c1ccccc1OCc1ccccc1,101.5,0.0,24,-1.0,-3.0,105.4,2.0,-6.0,105.5,0.0,5.2
Cc1cc(NC(=O)CSc2nccn2C)no1,101.4,0.0,15,2.0,-2.0,100.9,-2.0,-6.0,101.2,0.0,-34.9
CCc1nc(SCCO)c2oc3ccccc3c2n1,99.5,0.0,24,-2.0,0.0,99.1,-1.0,1.0,100.9,-3.0,14.2

Further entries.
SMILES,RGS7-Gao reg,Bcl-W Bim block,GSH fluor,Mcl-1 Bim block,Bim-Bcl-XL,RGS8-Gao reg,Bim-Bcl-B,Bim-Bfl-1,RGS4-Gao reg,Bim-Bcl-2,Mcl1 Bid PPI
O=C(c1nc2ccccn2c1CNCCOc1cccnc1)N1CCOCC1,101.7,2.0,10,9.0,3.0,100.2,0.0,4.0,104.0,-4.0,-7.7
CCOc1ccccc1N(CC(=O)Nc1ccc(C)cc1)S(C)(=O)=O,101.2,0.0,18,-3.0,-5.0,96.9,-9.0,-15.0,94.4,-6.0,-3.5
CCc1cc2c(SCC(=O)NC(=O)c3cccn3C)ncnc2s1,102.7,0.0,14,-5.0,-4.0,103.4,-5.0,-4.0,104.2,-2.0,-14.5
COc1ccc(N=C(N)N=C(N)N)c(OC)c1,103.9,-1.0,14,-3.0,-2.0,111.2,-12.0,-2.0,107.7,-9.0,-16.1
